FXIa inh 1536: blocks human coagulation factor XIa protease activity. hit rate 0.14% among 220,000. P03951. AID 798. purified FXIa, Boc-Glu-Ala-Arg-AMC fluorogenic substrate. inhibition, % at 5 µM;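 active means inhibition of at least 40%; inactive means inhibition below 40%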;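 further: fluorescence of freed AMC excited at 355 nm; 0% = enzyme without compound and 100% = no enzyme blank; many of its hits are not listed in these tables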
Target sequence (P03951 19-387 limits assumed): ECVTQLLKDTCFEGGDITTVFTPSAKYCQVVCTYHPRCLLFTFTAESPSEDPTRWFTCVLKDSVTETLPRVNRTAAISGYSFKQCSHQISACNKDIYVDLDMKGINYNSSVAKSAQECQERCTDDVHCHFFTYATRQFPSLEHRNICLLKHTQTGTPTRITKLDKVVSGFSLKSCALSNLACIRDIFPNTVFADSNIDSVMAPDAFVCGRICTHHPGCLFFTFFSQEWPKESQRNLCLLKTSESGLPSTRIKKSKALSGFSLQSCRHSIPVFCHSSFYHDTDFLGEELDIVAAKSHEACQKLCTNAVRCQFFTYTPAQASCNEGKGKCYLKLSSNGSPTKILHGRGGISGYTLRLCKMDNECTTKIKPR
Target sequence (P03951 388-625 limits assumed): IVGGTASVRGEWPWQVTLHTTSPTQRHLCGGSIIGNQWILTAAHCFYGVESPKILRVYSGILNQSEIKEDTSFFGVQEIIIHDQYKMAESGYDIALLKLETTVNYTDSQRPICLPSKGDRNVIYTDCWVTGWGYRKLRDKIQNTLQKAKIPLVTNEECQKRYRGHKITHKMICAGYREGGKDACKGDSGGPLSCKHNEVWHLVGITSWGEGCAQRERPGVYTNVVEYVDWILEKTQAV
Calpain2 inh: blocks pig calpain II enzyme activity. inhibition, % at 16 µM. purified calpain II, fluorogenic peptide substrate, 30 min. hit rate 0.37% among 220,000;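 active means inhibition above about 50%, limit read from the data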
Cl transport mod: modulators of human KCC2 chloride dependent transport; B-score of Tl+ flux slope (higher = more flux/activation; lower = inhibition) at 10 µM; KCC2 cells, thallium flux FluoZin-2 fluorescence; Q9H2X9; hit rate 2.2% among 190,000;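 active means thallium flux slope and its plate-corrected score both differing from the plate sample mean at a set confidence after two filtering rounds, in either direction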;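 further: slope of fluorescence scaled to starting intensity during 10 to 20 s after thallium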
Furin inh: human furin inhibition | P09958 | inhibition, % at 30 µM | hit rate 0.061% among 220,000 | purified furin, fluorogenic substrate cleavage | AID 463115; in the data active means inhibition above about 25%; further: inactives centre near -15
PERK inhibitor: blocks human PERK kinase. hit rate 0.17% among 220,000. CHO PERK-DD fusion, SEAP luminescence translation reporter. Q9NZJ5. AID 1416. inhibition, % at 5.6 µM;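 active means inhibition above the mean inhibition of all tested compounds plus 3 SD, set separately per screening campaign, cut at about 2.9% in these data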;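 further: PERK kinase domain activated by AP20187 dimerizer at 100 nM; 0% = DMSO with dimerizer and 100% = rapamycin at 8.4 µM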
KLK5 inh: inhibitors of human kallikrein 5; hit rate 0.59% among 210,000; Q9Y337; recombinant hK5, fluorogenic AMC substrate cleavage; inhibition, % at 5 µM; AID 873;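 active means inhibition of 40% or more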;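 further: 0% = enzyme controls without compound and 100% = no-enzyme blanks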
Rad51 HR inh: Rad51 (human) homologous recombination inhibition; hRad51 DNA strand exchange, fluorescence dequenching; inhibition, % at 10 µM; hit rate 0.085% among 200,000;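 active means inhibition above 40% at the single screening dose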;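 further: 0% = DMSO control wells and 100% = blanks with heterologous ssDNA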
Target sequence (Q06609 whole entry, looked up): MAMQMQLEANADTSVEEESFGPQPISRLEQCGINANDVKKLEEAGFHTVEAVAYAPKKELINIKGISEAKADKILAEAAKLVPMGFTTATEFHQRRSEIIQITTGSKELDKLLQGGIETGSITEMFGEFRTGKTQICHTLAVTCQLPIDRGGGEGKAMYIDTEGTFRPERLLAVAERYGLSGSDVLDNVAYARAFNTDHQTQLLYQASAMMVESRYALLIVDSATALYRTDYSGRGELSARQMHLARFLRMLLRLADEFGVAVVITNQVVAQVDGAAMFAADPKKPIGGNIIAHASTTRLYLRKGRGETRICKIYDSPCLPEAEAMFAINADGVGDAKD
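Test system – preformed human Rad51 ssDNA filaments · Reagent – Donor/quencher-labelled 47-bp dsDNA substrate · Incubation – 37 °C 15-min filament assembly, 30-min compound preincubation, 15-min exchange · Signal – FRET fluorescence dequenching, excitation 485 nm, emission 520 nm · Read-out – percent inhibition from fluorescence, normalised to plate control and blank means · Benchmarks – plate control and blank wells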
thrombin 1536: thrombin (human) inhibition; hit rate 0.26% among 220,000; alpha-thrombin, Boc-VPR-AMC fluorogenic substrate cleavage; P00734; inhibition, % at 5 µM; AID 1046;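 active means inhibition at or above 40%; inactive means inhibition below 40%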;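 further: 0% = enzyme with no compound and 100% = wells without enzyme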
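System: human alpha-thrombin protein; Compound dosing: one concentration per compound, 5 µM, with 0.2% DMSO; Timing: reaction at room temperature; Technique: AMC fluorescence, 355/460 nm; Controls: enzyme without compound as high, wells lacking enzyme as low.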
FXIIa inh 1536: factor XIIa (human) inhibition | purified FXIIa, Boc-QGR-AMC fluorogenic substrate, 2 h | hit rate 0.3% among 220,000 | P00748 | inhibition, % at 5 µM; in the data active means inhibition above about 40%;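 further: 0% = enzyme with no compound and 100% = blank without enzyme; many of its hits are not listed in these tables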
The depositor's hits bear a star; / = no result given; [ ] = dose if it differs, or a comment. Only part of the results is shown (hit frequency here may not be typical).

1	O=c1[nH][nH]c(C(F)(F)F)c1C=Nc1ccccc1
2	COc1ccc(-c2nn3c(-c4ccco4)nnc3s2)cc1OC
3	O=C1c2ccc3c4c(ccc(c24)C(=O)N1c1ccc(O)cc1)C(=O)N(c1ccc(O)cc1)C3=O
4	CCOC(=O)c1[nH]nc(N)c1NC(=O)c1ccc(Cl)cc1Cl
5	O=C(NN=C1CCCC1)c1sc2ccccc2c1Cl
6	COc1cccc(/C(O)=C2\C(=O)C(=O)N(c3ccccn3)C2c2cccc(OC)c2OC)c1 (stereo not drawn)
7	CC(=O)C1=C(C)N(Cc2ccccc2)C(=O)N[C@H]1CCc1ccccc1
8	CC(C)c1nc2sc3c(=O)[nH]c(=S)[nH]c3c2c2c1CCCC2

assay / compound,1,2,3,4,5,6,7,8
Calpain2 inh,-13,-45,-62,22,12,33,-5,7
Furin inh,-12,-16,-6,-23[20 µM],-13,11,-12,-19
thrombin 1536,3,-1,2,-4,-6,4,1,0
FXIIa inh 1536,17,9,4,3,-2,6,18,7
Rad51 HR inh,-5,0,/,-13,/,5,-7,0
KLK5 inh,-4,-2,-3,5,/,-3,-7,3
PERK inhibitor,2.4,-0.8,1.3,0.9,2.0,0.6,0.2,0.9
Cl transport mod,0.34,-0.94,-0.65,0.37,11*,-1.3,-0.57,-1.5
FXIa inh 1536,5,-3,-2,-7,-6,5,9,5

9	Cc1ccc(-c2ccc(C(=O)Nc3ccccc3)o2)c2ccccc12
10	N/C(=N\OC(=O)c1cccnc1)c1ccccc1Cl
11	Cc1cc(/C=C(\C#N)C(=O)OCC#N)c(C)n1CC(C)C
12	Cc1c(C(=O)Nc2ccc(S(=O)(=O)NCC3CCCO3)cc2)cccc1[N+](=O)[O-] (stereo not drawn)
13	CC1=C(C(=O)Nc2ccccc2C)C(c2ccc(C)o2)NC(=S)N1 (stereo not drawn)
14	CC(C)CNC(=O)COC(=O)CCC(=O)c1ccc(Cl)cc1
15	Cc1ccccc1CS(=O)(=O)c1nnc([C@H](Cc2ccccc2)NC(=O)OC(C)(C)C)o1
16	COc1ccc(NC(=O)/C(Cl)=C(/Cl)S(=O)Cc2ccc(Cl)cc2)cn1 (stereo not drawn)

assay / compound,9,10,11,12,13,14,15,16
Calpain2 inh,-15,7,-24,23,-1,15,16,-14
Furin inh,-6,-29,-8,-4,-17,-18,-20[20 µM],-14
thrombin 1536,-5,3,-3,-3,-4,2,1,-9
FXIIa inh 1536,10,0,8,10,15,1,9,8
Rad51 HR inh,1,0,-218,/,3,-7,1,2
KLK5 inh,-3,-19,-3,2,-4,-1,-3,8
PERK inhibitor,-0.1,-0.4,0.6,-1.3,0.4,-0.2,-0.5,0.5
Cl transport mod,0.52,-0.9,0.022,-0.036,0.94,-0.49,/,/
FXIa inh 1536,5,-5,0,6,8,-5,6,-2

17	O=C(NCCOc1cccc(Cl)c1Cl)c1cc(-n2cnnc2)ccc1Cl
18	CCC(=O)NNC(=O)c1cc(COc2cc(Cl)cc(Cl)c2)on1
19	O=C(NCCc1ccccc1)C1CCCN(S(=O)(=O)c2cccc3nsnc23)C1 (stereo not drawn)
20	Cc1ncc(N=Nc2ccccc2Cl)c(-c2ccccc2)n1
21	CN(C)C(=O)CSc1cnc2ccccc2n1
22	CCOC(=O)N1CCN(c2nc(-c3ccco3)cc(C(F)(F)F)n2)CC1
23	Cc1ccc(C2c3sc(=O)[nH]c3SC3C4CC(C5C(=O)N(C(C)C(=O)O)C(=O)C45)C23)cc1 (stereo not drawn)
24	CCCCOc1ccc(NC(=O)C(=O)NCCC2=CCCCC2)cc1

assay / compound,17,18,19,20,21,22,23,24
Calpain2 inh,-44,28,-2,-6,-3,3,9,22
Furin inh,-12[20 µM],-12,-8,-6[20 µM],-19,-18,-14,-8[20 µM]
thrombin 1536,1,-1,-9,-2,-4,-1,4,2
FXIIa inh 1536,14,7,-4,6,12,10,13,8
Rad51 HR inh,/,4,6,4,8,-4,-5,-4
KLK5 inh,-17,1,10,-6,3,5,-18,-3
PERK inhibitor,-1.2,0.8,-0.6,0.9,0.3,0.5,0.0,1.3
Cl transport mod,/,8.6*,-1.1,/,0.62,/,-1.5,0.93
FXIa inh 1536,-1,-2,-4,-2,8,-1,8,-1

Structures from the list above that have two or more sulfur atoms:
8	CC(C)c1nc2sc3c(=O)[nH]c(=S)[nH]c3c2c2c1CCCC2
19	O=C(NCCc1ccccc1)C1CCCN(S(=O)(=O)c2cccc3nsnc23)C1 (stereo not drawn)
23	Cc1ccc(C2c3sc(=O)[nH]c3SC3C4CC(C5C(=O)N(C(C)C(=O)O)C(=O)C45)C23)cc1 (stereo not drawn)

assay / compound,8,19,23
Calpain2 inh,7,-2,9
Furin inh,-19,-8,-14
thrombin 1536,0,-9,4
FXIIa inh 1536,7,-4,13
Rad51 HR inh,0,6,-5
KLK5 inh,3,10,-18
PERK inhibitor,0.9,-0.6,0.0
Cl transport mod,-1.5,-1.1,-1.5
FXIa inh 1536,5,-4,8

Later entries.
25	CCOc1ccc(-c2ccc(SCc3ccccn3)nn2)cc1
26	CC(C)(C)OC(=O)[C@H]1[C@H](c2ccc([N+](=O)[O-])cc2)C2(C(=O)c3ccccc3C2=O)C2c3ccccc3C=NN21 (stereo partly drawn)
27	CCc1cccc(C)c1NC(=O)C1C2CCC(O2)C1C(=O)O (stereo not drawn)
28	CCN(CC)C(=O)N1CCC(NC(=O)c2ccc(C(C)(C)C)cc2)CC1
29	O=C(O)c1cnc(-c2ccccc2)nc1C(F)(F)F
30	CC1CC(C)CN(S(=O)(=O)c2ccc(NC(=S)NC(=O)c3ccccc3)cc2)C1 (stereo not drawn)
31	Cc1cc(C)c2oc(-c3ccc(C)c(NC(=S)NC(=O)/C=C/c4ccco4)c3)nc2c1
32	CCOC(=O)c1c(C)noc1-c1ccc(Br)o1

assay / compound,25,26,27,28,29,30,31,32
Calpain2 inh,-16,-40,-19,15,-23,8,-356,-5
Furin inh,-13,-18,-12[20 µM],-25,-23,-15,-10[20 µM],-17
thrombin 1536,-3,-2,-5,3,-2,-5,5,-8
FXIIa inh 1536,3,9,0,3,2,14,6,1
Rad51 HR inh,0,2,3,7,24,1,/,-3
KLK5 inh,-12,5,0,-5,-12,-10,-14,-4
PERK inhibitor,2.0,-0.3,0.4,-1.5,0.1,1.1,0.5,4.6*
Cl transport mod,-1.1,-0.71,1.4,-0.12,-1.9,0.057,/,-0.61
FXIa inh 1536,-4,10,-1,0,-5,13,-2,-2

By substructure: the entries above with a CF3 group (three)
1	O=c1[nH][nH]c(C(F)(F)F)c1C=Nc1ccccc1
22	CCOC(=O)N1CCN(c2nc(-c3ccco3)cc(C(F)(F)F)n2)CC1
29	O=C(O)c1cnc(-c2ccccc2)nc1C(F)(F)F

assay / compound,1,22,29
Calpain2 inh,-13,3,-23
Furin inh,-12,-18,-23
thrombin 1536,3,-1,-2
FXIIa inh 1536,17,10,2
Rad51 HR inh,-5,-4,24
KLK5 inh,-4,5,-12
PERK inhibitor,2.4,0.5,0.1
Cl transport mod,0.34,/,-1.9
FXIa inh 1536,5,-1,-5

(listing goes on)
33	NC(N)=Nc1nc(CCN2C(=O)c3ccccc3C2=O)cs1
34	CCn1cc([N+](=O)[O-])c(C(=O)Nc2ccc(Cn3nc(C)cc3C)cc2)n1
35	C=CCNC(=O)COC(=O)c1cc(S(=O)(=O)N2CCOCC2)ccc1N1CCCCC1
36	CC(C)Cc1nc(N2CCCCC2)c(C#N)c2c1CCC2
37	O=C(COC(=O)C1=COCCO1)Nc1ccccc1
38	CCCCN1Cc2c(nc3cc(-c4ccco4)[nH]n3c2=O)C1=O
39	Cc1nc2ccc(F)cc2cc1C(=O)Nc1cccc(Cl)c1C
40	COc1ccccc1C1CCN(c2ccc([N+](=O)[O-])cn2)CC1

assay / compound,33,34,35,36,37,38,39,40
Calpain2 inh,-23,-37,-17,-32,-18,-310,-16,-7
Furin inh,-2[20 µM],-11[20 µM],-13[20 µM],-12,-34,-13,-23,-18
thrombin 1536,1,-8,-2,-2,1,-5,-2,0
FXIIa inh 1536,7,17,3,7,1,0,2,11
Rad51 HR inh,-1,-1,3,9,9,15,1,1
KLK5 inh,-7,-11,-9,5,-16,-3,-9,0
PERK inhibitor,0.1,-1.1,-0.4,0.9,0.0,0.7,0.9,-0.5
Cl transport mod,0.88,0.13,0.092,/,0.19,/,2.3,0.39
FXIa inh 1536,1,8,-6,0,-4,-1,3,3

41	C/C(N)=C(/C#N)C(=O)COC(=O)c1cc(C)n(-c2ccc(F)cc2)c1C
42	Cc1nc2nc(SCC(=O)NCc3ccco3)nn2c(C)c1Cc1c(F)cccc1Cl
43	Cc1cc(Nc2ccccc2)nc(-c2ccccc2O)n1
44	O=C(Nn1cnnc1)C1Cc2ccccc2CN1S(=O)(=O)c1ccc(F)cc1 (stereo not drawn)
45	Cc1c(C(=O)O)cccc1-c1ccc(/C=C2/NC(=O)N(c3ccccc3)C2=O)o1
46	COC(=O)C(NNc1ccccc1)(NC(=O)c1ccc(F)cc1)C(F)(F)F (stereo not drawn)
47	CCS(=O)(=O)N1CCN(CC2CC3C=CC2C3)CC1 (stereo not drawn)
48	COc1cc2[nH]c(=O)n(CCC(=O)NCCC(C)C)c(=O)c2cc1OC

assay / compound,41,42,43,44,45,46,47,48
Calpain2 inh,15,35,-3,-36,-111,-14,-13,-10
Furin inh,-13[20 µM],-18,-18[20 µM],-12[20 µM],-32,-15[20 µM],-14[20 µM],-10[20 µM]
thrombin 1536,-2,-4,-7,-4,-2,-2,0,1
FXIIa inh 1536,9,15,3,6,13,17,12,3
Rad51 HR inh,3,0,-2,4,4,-4,-4,-2
KLK5 inh,4,-2,3,2,2,-1,-19,2
PERK inhibitor,-1.3,-1.1,0.3,1.9,0.9,0.4,0.5,0.2
Cl transport mod,-0.075,/,0.44,-0.28,-0.86,-0.029,1.6,-0.16
FXIa inh 1536,-5,16,-9,4,0,0,2,4

49	CC1SC(=NC(=O)C(C)N2C(=O)c3ccccc3C2=O)NC1=O (stereo not drawn)
50	Cc1ccc(NC(=O)N/C=C/c2ccco2)cc1
51	Cc1ccc(-c2noc(CCC(N)=O)n2)cc1
52	Cc1nn(-c2ccccc2)nc1C(=O)NNC(=O)c1cccc2ccccc12
53	COc1cc(C(=O)Nc2nnc(C(C)(C)C)s2)c([N+](=O)[O-])cc1OC
54	Cc1cc(=O)n(C)c(=O)n1CCCCOc1cccc([N+](=O)[O-])c1
55	CCCc1nn2c(=O)c(C(c3cccc(Cl)c3)c3c(O)nc4sc(CCC)nn4c3=O)c(O)nc2s1
56	COC(=O)c1ccc(OCCCCN2CC(C)OC(C)C2)cc1 (stereo not drawn)
57	Nc1nc(Nc2cccc(F)c2)nc(NCCO)c1[N+](=O)[O-]

assay / compound,49,50,51,52,53,54,55,56,57
Calpain2 inh,-2,-64,3,-11,0,6,8,6,12
Furin inh,-25[20 µM],-17[20 µM],-23,-23,-14,-13,-17[20 µM],-23,-7
thrombin 1536,4,9,3,-1,-4,-11,-2,-8,-3
FXIIa inh 1536,20,-6,23,9,4,0,6,6,2
Rad51 HR inh,2,-6,-4,-2,-14,7,/,-5,-2
KLK5 inh,-3,-17,-9,-7,-8,-16,-8,-2,0
PERK inhibitor,0.7,0.4,0.9,0.3,-0.5,0.1,1.5,0.2,1.6
Cl transport mod,-0.23,/,0.58,69*,0.11,-1.1,1.1,-0.3,0.39
FXIa inh 1536,12,-9,22,-4,-3,-2,-7,-7,8

High-throughput results: PubChem, several laboratories
